BoNT F protease – BoNT/F light chain protease inhibitors, primary screen, biochemical, flow cytometry, MLPCN library | AID 588497, 2011 | inhibition, % at 10 µM | Multiplex microsphere protease cleavage assay | 360,000 compounds, 0.22% hits | Botulinum neurotoxin type F light chain protease (Clostridium botulinum); in the data active = inhibition above about 35%, passing the limit was not always enough; inconclusive = no clear call, values can overlap the other calls; also: plate controls were buffer without enzyme for full effect and enzyme alone for no effect
Mtb BioA inh – M. tuberculosis BioA enzyme inhibitors, primary screen, biochemical, plate reader, single point, HTS; 7,8-diaminopelargonic acid synthase BioA (Mycobacterium tuberculosis); purified M. tuberculosis BioA enzyme; inhibition, % at 9.99 µM; 360,000 compounds, 0.096% hits; AID 602481, 2012; in the data active = inhibition above about 40%; inconclusive = no clear call, values can overlap the other calls
DUSP3 inh – VHR1 phosphatase inhibitors, primary screen, biochemical, absorbance, uHTS | Dual specificity protein phosphatase 3 (Homo sapiens), P51452 | recombinant VHR phosphatase, pNPP absorbance | inhibition, % at 13.3 µM | 290,000 compounds, 0.52% hits; in the data active = inhibition above about 50%; also: some compounds called inactive have numbers as strong as hits
Target sequence (P51452 whole entry, looked up): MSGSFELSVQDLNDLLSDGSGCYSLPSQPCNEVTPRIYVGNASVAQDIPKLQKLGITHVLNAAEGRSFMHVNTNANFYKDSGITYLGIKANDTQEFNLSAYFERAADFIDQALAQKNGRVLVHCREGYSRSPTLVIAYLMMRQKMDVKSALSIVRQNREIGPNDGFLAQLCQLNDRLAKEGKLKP
Rv3671c inh – Rv3671c serine protease inhibitors, primary screen, biochemical, fluorescence polarization, M. tuberculosis H37Rv; P9WHR9; inhibition, % at 5.96 µM; 320,000 compounds, 0.048% hits; AID 2606, 2010; in the data active = inhibition above about 38%;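 also: extracellular domain of Rv3671c used as enzyme; 0% = enzyme with DMSO and 100% = no enzyme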
Target sequence (P9WHR9 whole entry, looked up, the tested form may be a part): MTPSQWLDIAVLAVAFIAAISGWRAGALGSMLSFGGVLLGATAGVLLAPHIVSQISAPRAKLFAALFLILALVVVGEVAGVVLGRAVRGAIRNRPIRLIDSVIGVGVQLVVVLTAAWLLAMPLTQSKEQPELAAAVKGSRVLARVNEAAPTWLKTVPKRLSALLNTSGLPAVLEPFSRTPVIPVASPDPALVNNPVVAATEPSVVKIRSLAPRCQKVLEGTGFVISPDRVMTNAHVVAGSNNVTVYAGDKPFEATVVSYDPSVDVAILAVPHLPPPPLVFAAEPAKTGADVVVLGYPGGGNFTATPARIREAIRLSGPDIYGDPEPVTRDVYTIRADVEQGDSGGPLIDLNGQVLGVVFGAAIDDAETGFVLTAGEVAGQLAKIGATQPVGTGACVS
CCHFV vOTU inh – CCHFV vOTU protease inhibitors, primary screen, biochemical, Pep-AMC substrate, fluorescence | inhibition, % at 11.5 µM | Crimean-Congo hemorrhagic fever virus L polyprotein viral ovarian tumor (vOTU) protease … | AID 651958, 2012 | 370,000 compounds, 0.55% hits; also: 0% = vehicle wells with enzyme and 100% = no enzyme wells
GDH-TPI counter – GDH-TPI coupling enzyme inhibitors, primary screen, artefact control for M. tuberculosis FBA inhibitor project, biochemical, absorbance, full deck | inhibition, % at 4.8 µM | GDH-TPI coupled enzyme counterscreen, NADH absorbance | 360,000 compounds, 1.2% hits;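 also: 0% = DMSO wells and 100% = wells lacking the enzyme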
Mtb FBA inh – Mtb FBA enzyme inhibitors, primary screen, biochemical, fluorescence, strain H37Rv; inhibition, % at 1 µM; 360,000 compounds, 2.3% hits; AID 588726, 2011; Fructose-bisphosphate aldolase (Mycobacterium tuberculosis (strain ATCC 25618 / H37Rv)), …; purified M. tuberculosis FBA, fluorescence read-out; in the data active = inhibition above about 27%;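 also: 0% = vehicle and 100% = reference inhibitor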
MazEF act – activators of E. coli MazEF toxin-antitoxin RNase, primary screen, biochemical, fluorescence, uHTS; Endoribonuclease toxin MazF (Escherichia coli (strain K12)), P0AE70; FAM/BHQ RNA-DNA oligo cleavage fluorescence, 5 h; activation, % at 20 µM; 350,000 compounds, 0.32% hits; AID 504720, 2011; in the data active = activation above about 50%
FadD28 binding – inhibitors of FadD28 bisubstrate probe binding, primary screen, biochemical, fluorescence polarization, single point. Mycobacterium tuberculosis FadD28 fatty-acid-AMP ligase. inhibition, % at 12.5 µM. 360,000 compounds, 0.22% hits; in the data active = inhibition above about 8.5%, passing the limit was not always enough; inconclusive = no clear call, values can overlap the other calls
Mtb UGM inh – M. tuberculosis UGM enzyme inhibitors, primary screen, biochemical, fluorescence polarization, single point; inhibition, % at 10 µM; UDP-galactopyranose mutase (Mycobacterium tuberculosis (strain ATCC 25618 / H37Rv)), …; 320,000 compounds, 0.06% hits; AID 504406, 2011; purified UGM, fluorescence polarization probe displacement; in the data active = inhibition above about 10%, passing the limit was not always enough; inconclusive = no clear call, values can overlap the other calls
Target sequence (P9WIQ1 whole entry, looked up): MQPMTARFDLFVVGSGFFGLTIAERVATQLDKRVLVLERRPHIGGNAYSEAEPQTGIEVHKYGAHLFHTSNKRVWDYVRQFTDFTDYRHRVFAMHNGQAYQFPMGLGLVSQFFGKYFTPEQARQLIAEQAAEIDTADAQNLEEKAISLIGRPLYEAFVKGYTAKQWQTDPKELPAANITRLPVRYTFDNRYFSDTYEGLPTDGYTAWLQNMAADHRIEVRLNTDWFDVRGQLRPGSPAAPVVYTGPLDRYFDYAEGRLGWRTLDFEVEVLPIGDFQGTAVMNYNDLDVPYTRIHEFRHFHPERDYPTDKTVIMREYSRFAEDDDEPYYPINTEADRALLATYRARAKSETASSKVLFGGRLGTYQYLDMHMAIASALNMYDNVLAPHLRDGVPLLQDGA
* = called active by the depositor; ? = inconclusive; / = no result given; + = active, no number. Rule as the data show it, unless noted: active = inhibition above about 30%; inactive = the rest.

SMILES	BoNT F protease	Mtb BioA inh	DUSP3 inh	Rv3671c inh	CCHFV vOTU inh	GDH-TPI counter	Mtb FBA inh	MazEF act	FadD28 binding	Mtb UGM inh
COc1ccccc1Nc1cc(C(=O)NC2CCCC2)c2ccccc2n1	-1.9	-1.1	10.7	6.0	14.8	9.4	0.3	21.7	1.8	-0.4
O=S(=O)(Nc1ccncc1)c1ccc(Cl)c(Cl)c1	-6.1	-0.2	19.3	-1.9	-9.7	14.4	-1.3	-13.3	-4.7	0.1
CCOC(=O)c1ccc(NS(=O)(=O)c2ccc3c(c2)CCCN3C(C)=O)cc1	5.9	-2.1	1.2	4.6	10.2	3.8	1.6	-13.6	-0.2	0.4
O=C(CC1(O)C(=O)N(Cc2ccccc2)c2ccccc21)c1ccc2c(c1)OCO2 (stereo not drawn)	1.9	2.1	18.1	-4.5	0.6	3.7	2.1	6.7	-3.6	0.1
Cn1nc(CC(=O)NCc2cccc3ccccc23)c2ccccc2c1=O	-6.5	-0.4	0.0	1.7	4.2	4.3	-0.9	3.5	-3.1	-1.6
COc1cccc(-c2nc(CS(=O)CC(=O)N3CCC4(CC3)OCCO4)c(C)o2)c1 (stereo not drawn)	-4.0	-1.1	16.5	0.6	-9.3	-8.9	-1.1	7.3	-3.8	0.8
Clc1ccccc1N=Nc1ccccn1	-3.7	/	/	/	83.5*	-10.3	-56.9	-110.9	1.4	/
CCOC(=O)N1CCN(C(=O)C(C)SCc2ccccc2)CC1 (stereo not drawn)	-0.4	-1.7	-10.7	0.6	11.8	3.9	1.7	3.4	-2.6	-1.8
CN(C)Cc1c(O)ccc2occ(C(=O)c3ccc(F)cc3)c12	-50.9	-2.6	-6.8	0.5	-13.3	4.3	1.0	10.2	0.1	-0.5
c1ccc2c(Oc3ccc4c(c3)OCO4)nncc2c1	-10.6	2.1	13.6	9.4	15.3	9.1	2.5	0.8	-1.0	-2.1
CN(C(=O)C=Cc1ccco1)c1ccccc1	-5.2	1.0	/	/	-0.2	9.1	-2.5	14.2	-1.6	/
N#Cc1ccc(C(=O)Nc2cccc3ncccc23)c(F)c1	4.7	/	-5.6	-12.2	4.9	9.9	3.7	0.6	0.3	-1.0
COc1ccc(NC(=O)Nc2cccc(C)n2)c(OC)c1	-12.0	-3.1	20.1	4.3	-14.0	2.1	1.1	2.8	-0.4	2.9
CCCc1cc(=O)n2[nH]c(NCc3c(F)cccc3Cl)nc2n1	-2.6	4.0	-11.1	0.9	3.3	10.9	3.4	-4.4	-2.9	-0.6
COCCn1c(-c2cc(OC)c(OC)c(OC)c2)nc2oc3cc(OC)ccc3c(=O)c2c1=O	/	/	9.5	1.2	/	/	/	-0.8	/	1.4
COc1ccc(CCC(=O)Nc2ccc(N3CCOCC3)c(S(=O)(=O)Nc3ccc(OC)cc3)c2)cc1	-8.9	-1.4	/	/	-0.3	-3.5	-0.1	3.9	3.3	/
COc1cccc(CNC(=O)CCc2nnc3ccc(NCCCN4CCCC4=O)nn23)c1	1.3	0.0	5.3	3.2	-6.7	12.6	-0.3	2.8	-2.6	-2.0
N#Cc1ccccc1OCC(=O)OCC(=O)c1ccc[nH]1	1.9	-2.4	/	1.0	2.1	4.8	0.0	-5.2	-2.7	0.8
C=CCn1c(NCc2ccccc2O)nc2ccccc21	?	-2.1	7.4	-0.9	-3.4	1.5	-0.8	6.0	-3.4	-2.5
C/C(=N\Nc1ccc([N+](=O)[O-])cc1[N+](=O)[O-])c1ccc(-n2nncc2C(C)(C)C)cc1	-4.3	-0.4	19.2	3.0	-12.4	3.0	1.3	15.4	0.8	0.0
CN(c1ccc(OCc2ccc([N+](=O)[O-])cc2)cc1)S(=O)(=O)c1ccccc1	-17.5	-1.3	27.7	7.8	-3.4	-2.7	-0.1	3.2	-0.6	3.6
O=C(Nc1ncccc1O)c1ccc2c(c1)OCO2	10.1	0.3	/	12.0	8.9	3.6	-0.4	7.5	-2.8	4.3
COc1ccccc1CCNCc1ccc(OC)c(OC)c1OC	-2.5	/	-24.2	7.7	-2.7	-1.9	0.3	11.3	-0.5	-0.6
CCC1(C)Cc2ccccc2C(=O)N1 (stereo not drawn)	?	-0.6	9.3	6.1	-1.6	4.8	-0.1	4.9	-0.2	-2.7
Cc1nn(C)cc1CNC(=O)CCC(=O)O	4.5	-1.8	47.9	7.5	8.4	0.0	3.6	14.3	0.9	0.4
CS(=O)c1ccccc1COC(=O)Nc1ccccc1 (stereo not drawn)	1.6	/	-1.4	2.1	/	5.5	4.6	15.1	-2.1	-5.3
Cc1ccc(Cn2c(C)c3cnn(CC(=O)NCc4ccccn4)c(=O)c3c2C)cc1	5.2	8.5	21.2	-0.1	0.5	-0.5	0.0	-3.1	-1.8	2.1
Cc1cc2ccccn2c1C(=O)c1nc(NCc2ccco2)ncc1Cl	0.6	0.3	10.6	2.7	-10.0	-1.9	-0.9	1.3	-5.3	4.6
CC(OC(=O)c1cccc(S(=O)(=O)N2CCOCC2)c1)C(=O)NC1CCCCC1C (stereo not drawn)	-7.7	-0.7	/	8.8	7.8	2.8	1.4	3.1	-1.6	4.5
CCOc1c(Cl)cc(C(=O)Nc2ccccc2-c2ccccc2)cc1Cl	1.4	-1.1	27.0	-26.2	-1.3	-3.1	-3.8	3.8	-1.3	-2.0
COC(=O)c1ccc(-c2ncc(-c3cccc4ccccc34)o2)cc1	-1.2	-0.7	8.7	-7.3	-6.4	8.8	17.1	0.7	-1.6	2.4
Cc1ccc(CNC(=O)C2CCN(C(=O)Nc3ccccc3)CC2)cc1	5.3	-2.8	6.7	-4.7	18.4	-14.6	-0.7	-1.0	-3.9	0.5
COC(=O)C1CCN(c2ccc([N+](=O)[O-])cc2)CC1	-1.1	/	28.7	2.9	25.1	10.4	-9.0	-4.2	-1.8	-0.3
COc1ccc2c(c1)CC/C(=C/c1ccncc1)C2=O	-5.2	/	-1.7	-15.3	/	19.5	2.6	-4.5	-2.4	1.9
C=CCNC(=O)Cn1nnc(-c2ccc(-c3ccc(OC)cc3)cc2)n1	/	-1.4	-11.8	-11.3	-5.1	8.6	3.0	0.3	-2.1	-2.0
N#Cc1nc(-c2cccc(Cl)c2)oc1N1CCC(C(N)=O)CC1	28.5	-1.1	10.4	6.5	-110.6	5.7	+	2.5	-1.7	2.4
Cc1cccc(Nc2nc3c(c(=O)n(C)c(=O)n3C)n2CC(O)CO)c1 (stereo not drawn)	-7.5	-1.5	14.4	-6.1	-9.8	2.2	-1.2	4.9	-1.9	0.8
CCOc1ccc(-n2cc(-c3ccc(OC)c(OC)c3)[nH]c2=S)cc1	4.3	/	10.8	4.5	10.5	-23.2	2.6	5.7	0.1	0.1
CCOc1ccc(/C=N/n2c(C)nc3ccccc3c2=O)cc1	12.1	-1.4	17.0	0.1	/	-1.3	0.5	-34.7	-0.6	-0.6
CCCOc1ccc(N2C(=O)CC(SCCN)C2=O)cc1 (stereo not drawn)	-1.3	0.1	19.1	0.2	-10.5	-8.2	-0.5	2.2	-3.5	0.1
O=C(Nc1nccs1)c1ccc(S(=O)(=O)NCc2cccs2)cc1	-2.5	0.9	11.3	-9.7	1.1	11.2	1.3	-3.4	-3.1	2.4
COc1ccccc1Nc1cc2cc(Br)ccc2c(=O)[nH]1	2.6	-0.1	/	-120.9	108.8*	11.4	5.8	9.2	-0.8	2.3
CCn1nc(CCC(=O)O)c2ccccc2c1=O	3.1	-0.7	9.4	-1.4	0.8	4.4	1.1	3.5	-3.1	2.2
CC(C)NC(=O)C1CCN(C2CCN(C(=O)c3ccc4cccc(F)c4n3)CC2)CC1	-1.8	-0.8	13.1	-5.9	-1.3	-1.2	-7.0	17.7	-3.5	-1.7
Cc1ccccc1NC(=O)c1ccc(F)c(S(=O)(=O)N2CCCCC2)c1	-0.9	/	-24.1	5.8	3.1	-6.7	-3.5	-1.6	-4.3	-2.3
CC1(C)CC(=O)C2=C(C1)N(Cc1ccco1)C(=O)NC2(C(F)(F)F)C(F)(F)F	-2.5	-0.4	8.3	1.3	-4.4	-6.4	-2.7	0.5	-3.4	0.3
COc1cccc(-n2c(SCC(N)=O)nc3c([nH]c4ccccc43)c2=O)c1	-5.9	6.1	29.3	5.6	10.9	14.5	0.5	4.9	-0.5	-1.9
CC(C)C[C@@H](CN)NC(=O)c1nc[nH]c1C(=O)N[C@@H](Cc1ccccc1)C(=O)CNC[C@H](C)NC(=O)c1nc[nH]c1C(=O)N[C@@H](CC(=O)O)C(=O)O	7.7	-0.1	/	/	-4.1	-1.0	2.1	5.0	-17.8	/
COC(=O)c1nc2n(n1)C(c1cc(OC)ccc1OC)C(C(=O)OC1CCCCC1)=C(C)N2 (stereo not drawn)	1.5	0.0	-8.9	-7.1	3.0	2.7	-2.1	5.1	0.1	-3.2
CCOC(=O)N1CCN(C(=O)c2ccc(NS(=O)(=O)c3ccc4[nH]c(=O)[nH]c4c3)cc2)CC1	-9.6	-0.8	/	-3.3	-10.8	-2.1	0.3	0.8	0.8	1.6

Fetched one by one from above:
SMILES	BoNT F protease	Mtb BioA inh	DUSP3 inh	Rv3671c inh	CCHFV vOTU inh	GDH-TPI counter	Mtb FBA inh	MazEF act	FadD28 binding	Mtb UGM inh
COc1cccc(-n2c(SCC(N)=O)nc3c([nH]c4ccccc43)c2=O)c1	-5.9	6.1	29.3	5.6	10.9	14.5	0.5	4.9	-0.5	-1.9
Cc1ccccc1NC(=O)c1ccc(F)c(S(=O)(=O)N2CCCCC2)c1	-0.9	/	-24.1	5.8	3.1	-6.7	-3.5	-1.6	-4.3	-2.3
CCn1nc(CCC(=O)O)c2ccccc2c1=O	3.1	-0.7	9.4	-1.4	0.8	4.4	1.1	3.5	-3.1	2.2
CC1(C)CC(=O)C2=C(C1)N(Cc1ccco1)C(=O)NC2(C(F)(F)F)C(F)(F)F	-2.5	-0.4	8.3	1.3	-4.4	-6.4	-2.7	0.5	-3.4	0.3
CCOC(=O)N1CCN(C(=O)c2ccc(NS(=O)(=O)c3ccc4[nH]c(=O)[nH]c4c3)cc2)CC1	-9.6	-0.8	/	-3.3	-10.8	-2.1	0.3	0.8	0.8	1.6
CC(C)C[C@@H](CN)NC(=O)c1nc[nH]c1C(=O)N[C@@H](Cc1ccccc1)C(=O)CNC[C@H](C)NC(=O)c1nc[nH]c1C(=O)N[C@@H](CC(=O)O)C(=O)O	7.7	-0.1	/	/	-4.1	-1.0	2.1	5.0	-17.8	/

Next part
SMILES	BoNT F protease	Mtb BioA inh	DUSP3 inh	Rv3671c inh	CCHFV vOTU inh	GDH-TPI counter	Mtb FBA inh	MazEF act	FadD28 binding	Mtb UGM inh
O=C(NCC(c1cccnc1)N1CCN(c2ccc(F)cc2)CC1)c1ccc2c(c1)OCO2 (stereo not drawn)	-6.3	3.2	-8.3	-1.5	3.6	-6.6	1.1	0.9	-2.5	1.4
COc1ccccc1CCNC(=O)CN1C(=O)c2ccccc2S1(=O)=O	-13.7	-0.2	/	-5.3	2.5	-4.6	-2.3	5.3	-0.9	2.2
CCS(=O)(=O)c1ccc2oc(Nc3ccc(OC)cc3)nc2c1	-6.7	-0.1	-2.0	-3.9	6.0	-3.7	-6.7	-5.9	-3.8	-1.3
O=c1oc(=O)c2ccccc2c2ccccc12	-1.2	-1.0	/	/	-4.0	3.0	-2.5	8.4	-2.6	/
